Lamin A splicing: LMNA splicing modulation | HeLa LMNA splicing GFP/RFP minigene ratio, 48 h | Potency, µM (highest dose often 46.1 µM), without a hit: top-dose ratio change, negative = inhibition, hits mostly inhibitors | actives 0.01% (n = 200,000); active = well fitted inhibition curve with a large enough effect in the signal ratio, with a control signal flat, not every such curve was filed as active; inconclusive = small, poorly fitted or top-dose-only effect, or effect the other way, or a change in a side signal; the % refers to the signal ratio; note: potency is the fitted concentration of half-maximal effect; % is set by controls: 0 for no effect and ±100 for the full control effect
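Read-out is the ratio of GFP to DsRed2 object intensity, acquired by 488 nm laser-scanning cytometry on HeLa lamin A-EGFP minigene reporter cells. Compound incubation 48 hrs at 37 °C in Opti-MEM with 2% FBS; DMSO 0.5% final.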
IMPase Li inh: membrane-permeable IMPase blocker, potentiated with lithium; AID 1457; actives 0.35% (n = 210,000); Potency, µM (titrated, usually from 59.4 µM), for the others: at the highest dose activity, negative = IMPase inhibition, actives largely listed as inhibitors; CHO-M1 cells, IP1 TR-FRET (IP-One), carbachol + lithium;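 note: IP1 builds up when IMPase is blocked and the TR-FRET signal falls; potency is the fitted concentration of half-maximal effect; plate controls were basal vehicle for no effect and high inhibitor control for full effect; nearly all actives have a fitted effect of over 50% in size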
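CHO cells stably expressing M1 receptor (2000/well, cultured 16–30 h) treated 30 min at 37C with compound plus low lithium. Cytosolic IP1 by TR-FRET (665/620 ratio and 620 channel) after 10 min lysis; AC50 by Hill fit.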
NPSR antag: antagonists of human neuropeptide S receptor cAMP signaling. Q6W5P4. CHO-NPSR cells, cAMP TR-FRET, antagonist mode. Potency, µM (titrated, usually from 38.3 µM), inactives show at the highest dose activity change, negative = inhibition, most hits filed as inhibitors. actives 1% (n = 220,000). AID 1461; note: potency is the fitted concentration of half-maximal effect; % is set by controls: 0 for no effect and ±100 for the full control effect; nearly all actives have a fitted effect of over 50% in size; many of its hits are not listed in these tables
Target sequence (Q6W5P4 whole entry, looked up): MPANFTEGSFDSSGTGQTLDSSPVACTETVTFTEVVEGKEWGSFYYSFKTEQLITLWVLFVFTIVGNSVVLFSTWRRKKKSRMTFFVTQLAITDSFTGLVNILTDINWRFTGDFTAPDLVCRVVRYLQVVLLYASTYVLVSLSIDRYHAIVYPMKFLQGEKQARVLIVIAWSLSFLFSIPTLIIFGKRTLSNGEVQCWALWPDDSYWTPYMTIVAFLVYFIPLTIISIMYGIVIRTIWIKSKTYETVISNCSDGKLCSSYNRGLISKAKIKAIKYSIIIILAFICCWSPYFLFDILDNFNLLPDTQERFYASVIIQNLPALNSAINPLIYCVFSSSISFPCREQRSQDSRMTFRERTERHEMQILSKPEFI
KinaseGlo FLuc: blocks Kinase-Glo luciferase, a counter-screen artifact | Kinase-Glo luciferase, ATP luminescence, 8 min | Potency, µM (highest dose often 38.3 µM), for the others: at the highest dose activity change, negative = inhibition, actives largely listed as inhibitors | actives 0.28% (n = 200,000); note: potency is the fitted concentration of half-maximal effect; % is set by controls: 0 for no effect and ±100 for the full control effect; nearly all actives have a fitted effect of over 60% in size
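Inhibition of Kinase-Glo luciferase light generation was assessed at 10 uM ATP in pH 7.2 imidazole buffer, with luminescence measured after eight minutes at ambient temperature.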
Epigenetic derep: derepresses silenced GFP reporter in murine cells | murine LDR cells, GFP reporter derepression, 30 h | Potency, µM (titrated, usually from 53.9 µM), without a hit: top-dose GFP activation, usual class: activators | actives 0.2% (n = 280,000); note: potency is the fitted concentration of half-maximal effect; % of control where 0% means no effect; nearly all actives have a fitted effect of over 60% in size
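GFP-positive cell count by laser-scanning cytometry (objects 20–120 um) after 30 h, 37 C compound exposure of murine LDR cells; reporter is CMV-GFP integrated at a silenced locus, inducible by HDAC or DNMT inhibitors.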
CBFb-RUNX1 inh: CBF-beta/RUNX1 interaction disruption; Potency, µM (titrated, usually from 59.8 µM), without a hit: at the highest dose activity, negative = inhibition, actives largely listed as inhibitors; AlphaScreen CBFb-His/RUNX1-biotin binding, biochemical; 230,000 tested, under 10 active; note: % of control where 0% means no effect
Target sequence (Q01196 whole entry, looked up): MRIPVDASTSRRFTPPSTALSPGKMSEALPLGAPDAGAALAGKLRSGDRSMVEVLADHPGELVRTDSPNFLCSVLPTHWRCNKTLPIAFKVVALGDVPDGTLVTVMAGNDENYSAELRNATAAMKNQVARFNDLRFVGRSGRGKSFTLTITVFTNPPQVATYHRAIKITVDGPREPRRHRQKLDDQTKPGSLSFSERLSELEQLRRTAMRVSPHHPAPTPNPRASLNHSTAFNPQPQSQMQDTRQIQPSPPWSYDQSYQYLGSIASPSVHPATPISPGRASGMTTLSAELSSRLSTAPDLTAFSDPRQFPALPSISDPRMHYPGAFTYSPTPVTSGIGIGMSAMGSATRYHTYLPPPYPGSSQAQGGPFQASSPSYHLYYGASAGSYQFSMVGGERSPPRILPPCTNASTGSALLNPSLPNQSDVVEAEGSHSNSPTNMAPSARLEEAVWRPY
Target sequence (Q13951 whole entry, looked up): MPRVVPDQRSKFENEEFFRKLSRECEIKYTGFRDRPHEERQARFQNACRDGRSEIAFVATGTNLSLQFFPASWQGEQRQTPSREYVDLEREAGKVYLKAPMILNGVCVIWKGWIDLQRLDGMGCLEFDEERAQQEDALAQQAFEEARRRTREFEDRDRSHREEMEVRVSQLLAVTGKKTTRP
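Read-out: AlphaScreen. Format: His-CBF-beta with biotinylated RUNX1 (30 nM each) preincubated 20 min, compound 15 min, Ni-chelate plus streptavidin beads 90 min; room temperature throughout.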
HttQ103 aggreg: reduces HttQ103-GFP aggregates in PC12 cells; PC12 HttQ103-GFP aggregates, Acumen cytometry, 40 h; Potency, µM (highest dose often 46.1 µM), for the others: at the top dose activity change, negative = inhibition, actives largely listed as inhibitors; actives 1.1% (n = 220,000); AID 1688; note: potency is the fitted concentration of half-maximal effect; % is set by controls: 0 for no effect and ±100 for the full control effect; nearly all actives have a fitted effect of over 60% in size
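Compounds (qHTS titration) were added to PC12 cells expressing an ecdysone-driven HTT exon 1 Q103–GFP fusion after induction with 100 nM tebufenozide. Aggregate formation was measured as GFP objects in cell lysates.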
An asterisk follows results filed as active; ? = inconclusive; / = not tested or not shown; [ ] = dose if it differs, or a comment. Unless noted, calls come from the whole dose curve; as a rule, active = well fitted curve in the direction sought with a large enough effect; inconclusive = small, poorly fitted or top-dose-only effect, or another doubt; inactive = no such curve, though single readings can be large; an effect the other way counts as inactive or inconclusive.

SMILES | Lamin A splicing | IMPase Li inh | NPSR antag | KinaseGlo FLuc | Epigenetic derep | CBFb-RUNX1 inh | HttQ103 aggreg
S=C(NCCCN1CCOCC1)N1CCN(c2nc(-c3ccc(Cl)cc3)cs2)CC1 | 28%[46 µM] | 7% | 3% | -4% | 3.3% | 3% | 9%[9.22 µM]
CCOC(=O)N1CCN(C(=O)CN(c2cccc(C(F)(F)F)c2)S(=O)(=O)c2ccccc2)CC1 | 17% | -8%[38.3 µM] | -15%[46.1 µM] | 4% | 2.8% | 15% | ?
CCOC(=O)C1(CCc2ccccc2)CCN(Cc2nccn2CC)CC1 | / | 14% | 22% | / | -0.1% | 8% | -10%[9.22 µM]
O=C(Cn1nnc2ccccc21)OCC(=O)c1ccc(Cl)c(Cl)c1 | -6% | -14% | 7%[46.1 µM] | 4% | -1.0% | 7% | -1%
CC1=NOC(=O)/C1=C/c1ccc(-c2ccc(Cl)cc2)o1 | ? | 23%[38.3 µM] | ? | 13% | 1.4% | -12% | ?
CS(=O)(=O)c1ccc(C(=O)OCc2nnc(-c3ccc(Cl)cc3)o2)cc1[N+](=O)[O-] | / | 11% | -21% | 0% | ? | -18% | ?
CCn1c(N)nc2ccccc21 | 12% | 7%[38.3 µM] | -3%[46.1 µM] | 0% | -1.2% | -4% | ?
CC(C)CCOc1ccc(C(=O)NCCC(=O)N2CCOCC2)cc1 | 3% | 21%[38.3 µM] | -10%[46.1 µM] | -2% | 0.9% | 10% | -6%
O=C(NNC1CC(=O)N(c2ccc3c(c2)OCCO3)C1=O)c1ccccc1 (configuration not stated) | -2%[0.0737 µM] | -8%[38.3 µM] | -12%[46.1 µM] | 0% | 2.8% | -10% | 14%
COc1ccc(/C=C/C(=O)NC(=S)NNC(=O)c2cc(OC)c(OC)c(OC)c2)cc1 | / | / | 2% | / | 0.0% | -23% | 1%[9.22 µM]
CC1CCC(C(C)C)C(OC(=O)COC(=O)c2cccn2C)C1 (configuration not stated) | 2% | 4%[38.3 µM] | ? | -5% | 2.8% | 16% | -6%
CC(Oc1ccccc1Cl)c1nnc(N)s1 (configuration not stated) | 13% | -7%[38.3 µM] | 4%[46.1 µM] | 1% | 1.5% | 3% | -5%
Cn1c(Cn2nnc3ccccc32)nnc1SCC(=O)Nc1nccs1 | -17% | 0% | 30% | 0% | -3.2% | -1% | -4%
Cc1nccn1CCc1nc(N)nc(N)n1 | -7% | 7% | -8%[46.1 µM] | -1% | -2.0% | 7% | -8%
CCc1sc(C(=O)N2CCc3ccccc32)cc1C | -3%[46 µM] | 10% | -44% | 11µM* | -0.4% | ? | 30%
N#C/C(=C(/O)CN1C(=O)c2ccccc2C1=O)c1nc2ccccc2[nH]1 | 7% | 0%[38.3 µM] | -7%[46.1 µM] | 11% | 0.8% | 5% | 11%
O=C1OC(Cc2ccccn2)C(O)=C1C1=NCCCCN1 (configuration not stated) | 0% | -3% | 17% | -2% | 1.1% | -9% | 19%
COc1ccc(CC(=O)NCC2(N3CCCCC3)CCCCC2)cc1 | / | -3% | -13% | 9% | 0.9% | 5% | -2%
COc1ccccc1N1CCN(C(c2cccs2)C(C)NS(=O)(=O)c2ccccc2)CC1 (configuration not stated) | ? | 37%[38.3 µM] | ? | 3% | 0.0% | 5% | -21%
Oc1ccc(C(c2nnnn2CCc2ccccc2)N2CCN(c3nc4ccccc4s3)CC2)cc1 (configuration not stated) | / | / | -53% | / | 0.0% | 8% | -7%[9.22 µM]
CC1CCc2c(sc3nc(CN4CCOCC4)nc(N4CCc5ccccc5C4)c23)C1 (configuration not stated) | -5% | 6% | -33% | -2% | 1.1% | -26% | 14%
O=C(C1CCC(CNc2c(N3CCCCC3)c(=O)c2=O)CC1)N1CCc2ccccc2C1 (configuration not stated) | -15% | 16%[38.3 µM] | 0%[46.1 µM] | -2% | 0.0% | -7% | 4%
CCSc1cc(Cl)nc(N)n1 | / | / | -7% | / | 1.1% | 6% | 6%[9.22 µM]
COC(=O)C1=C(C(=O)c2ccccc2)C(c2ccc(O)c(OC)c2)n2nnnc2N1 (configuration not stated) | -2% | 15%[38.3 µM] | -10%[46.1 µM] | 16% | -1.1% | -16% | -5%
NC(=O)c1cc(C(=O)c2ccc(Cl)cc2Cl)c[nH]1 | ? | -1% | -4% | 3% | 2.0% | 4% | ?
SMILES | Lamin A splicing | IMPase Li inh | NPSR antag | KinaseGlo FLuc | Epigenetic derep | CBFb-RUNX1 inh | HttQ103 aggreg
COc1cc(/C=N/NC(=O)CN2CCCCC2)ccc1OCc1ccc(Br)cc1 | -2% | 4% | 10% | -3% | 0.0% | 0% | -16%
Cc1cc(=O)oc(C)c1C(=O)NCc1ccc(F)cc1 | -8% | -22% | -9%[46.1 µM] | -1% | -1.1% | -2% | 11%
Cc1cccc(CNCc2ccccc2)c1 | 1% | 0% | 4% | -2% | 0.0% | 2% | 21%
COc1cc(/C=N/O)cc(Br)c1OCc1ccc(Cl)cc1 | ? | 13%[38.3 µM] | -22%[46.1 µM] | 7% | 10.0% | 6% | 2%
COC(=O)N1CCN(S(=O)(=O)c2ccc(F)cc2)CC1 | -7% | -3% | -9%[46.1 µM] | 1% | 0.0% | 12% | -11%
Cc1cccc(NC(=O)CN(C)S(=O)(=O)c2ccc(Cl)cc2)n1 | 12% | 8%[38.3 µM] | -3%[46.1 µM] | 3% | 1.5% | 5% | 14%
COC(=O)c1c(NC(=O)COc2ncnc3ccccc23)sc(C)c1C | ? | -3% | 10% | -1% | 0.0% | -2% | 20%
O=C(CN(Cc1cccs1)C(=O)CNS(=O)(=O)c1ccc(F)cc1)NCC1CCCO1 (configuration not stated) | -2%[46 µM] | 7% | 5% | -3% | 0.0% | 5% | /
COc1ccc(Nc2cccccc2=O)cc1 | 3% | -14%[38.3 µM] | -9%[46.1 µM] | -4% | 8.6% | -8% | -30%
CCn1c2c(c3ccc(OC)cc31)CCCC2=O | 9% | 12%[38.3 µM] | 1%[46.1 µM] | -1% | -3.0% | 10% | ?
C/C=C\C=C/C(=O)Nc1cccc(C2=NOC3(C2)C[C@@H](C(N)=O)N(C(=O)/C=C/C=C\C)C3)c1 (some centres not stated) | / | / | 20% | / | -4.4% | -6% | -25%[9.22 µM]
O=C(O)CSc1ccc2nnc(-c3cccnc3)n2n1 | / | -4% | 24% | -2% | 3.0% | -6% | 17%
O=C(c1cc2ccccc2oc1=O)N1CCOCC1 | / | / | 6% | / | -0.1% | 9% | 4%[9.22 µM]
Nc1nnc(N)c2ccccc12 | 3%[46 µM] | 5% | 7% | -1% | 0.5% | 10% | 19%
CCc1c(C)nc(N)n2c(SCC(=O)N3CCCC(C)C3)nnc12 (configuration not stated) | -6% | / | -5%[46.1 µM] | / | -7.0% | 4% | -17%
O=C(COC(=O)c1c2c(nc3ccccc13)CCCC2)Nc1ccc2c(c1)OCO2 | ? | 29%[38.3 µM] | ? | 3% | 7.3% | 2% | 7%[9.22 µM]
CC(=O)c1ccc2noc(-c3ccc(F)cc3)c2c1 | / | -6% | -28% | 0% | 2.4% | 1% | -13%
COc1ccc(C(=O)Nc2scc(-c3ccc(Cl)cc3Cl)c2C(N)=O)cc1 | -3% | 6%[38.3 µM] | ? | -3% | 7.1% | 1% | -9%
COc1ccc(NC(=S)N2CCN(c3ncccn3)CC2)c(OC)c1 | / | / | 3% | / | 1.0% | 2% | -24%[9.22 µM]
O=C(Nc1ccc(N2CCOCC2)cc1)c1ccncc1 | 4% | 9% | -1% | -3% | -1.0% | 0% | -4%
[Li+] | -21% | 6% | -8%[46.1 µM] | -1% | -1.2% | -7% | /
Cc1ccccc1OCc1nnc(SCC(=O)Nc2ccc3nc(SCC(=O)NC(C)(C)C)sc3c2)n1C | 2% | 16%[38.3 µM] | -23%[46.1 µM] | -3% | 3.1% | 3% | -11%
CCOC(=O)Cc1csc(N/N=C/c2ccc(Cl)cc2)n1 | / | / | -6% | / | -2.0% | 0% | -8%[9.22 µM]
Cc1nn2c(NCC(C)C)c3c(nc2c1-c1ccccc1)CCC3 | 10% | -2%[38.3 µM] | -16%[46.1 µM] | -4% | -1.2% | 6% | -15%
Cc1ccc2nc(-c3ccccc3)c(CN3CCOCC3)n2c1 | 18%[46 µM] | 2% | -18% | -2% | -0.5% | 7% | -10%
SMILES | Lamin A splicing | IMPase Li inh | NPSR antag | KinaseGlo FLuc | Epigenetic derep | CBFb-RUNX1 inh | HttQ103 aggreg
Cc1nc(C(=O)Nc2ccc(Cl)cc2)sc1C1(C)CC(c2ccccc2)=NO1 (configuration not stated) | / | / | -36% | / | -1.6% | 23% | -15%[9.22 µM]
COCCN(C(=O)Cc1cccs1)C(C(=O)NCc1ccc(OC)cc1)c1ccc(OC)cc1 (configuration not stated) | 0% | 27%[38.3 µM] | -13%[46.1 µM] | 2% | -2.6% | 2% | 19%
N#C/C(=C\c1ccc(-c2cccc([N+](=O)[O-])c2)o1)c1nnc(N2CCOCC2)n1-c1ccccc1 | ? | 18% | -26% | -1% | 0.4% | -3% | ?
C[C@H](NC(=O)OC(C)(C)C)c1nnc(SCC(N)=O)o1 | 4% | 4%[38.3 µM] | -4%[46.1 µM] | 2% | -0.7% | 2% | 9%
COc1nnc(-c2ccccc2)s1 | 9% | 8% | 7% | -5% | -2.0% | -3% | 2%
COC(=O)c1ccc2c(=O)n(CCCCCC(=O)O)c(=O)[nH]c2c1 | 10% | -8% | 11% | 3% | -1.0% | 0% | -6%
COc1ccc(NC(=O)CC2C(=O)N(c3ccccc3)C(=O)N2CCc2cccs2)cc1 (configuration not stated) | -5% | 7% | -7% | 1% | 0.9% | -4% | 8%
COC(=O)CNC(=O)COc1ccccc1 | 0% | 12%[38.3 µM] | 1%[46.1 µM] | -1% | 2.0% | 1% | 6%
O=C(O)c1ccc(NCc2cccc(Br)c2)cc1 | 4% | -2% | -5% | -5% | 18% | 7% | 17%
O=C(CSc1ncccn1)N1CCN(C(c2ccccc2)c2ccccc2)CC1 | 10% | 22%[38.3 µM] | -15%[46.1 µM] | -1% | 0.0% | 2% | 8%

Part of the list above, as tab-separated lines.
SMILES	Lamin A splicing	IMPase Li inh	NPSR antag	KinaseGlo FLuc	Epigenetic derep	CBFb-RUNX1 inh	HttQ103 aggreg
COC(=O)c1ccc2c(=O)n(CCCCCC(=O)O)c(=O)[nH]c2c1	10%	-8%	11%	3%	-1.0%	0%	-6%
COc1ccc(NC(=O)CC2C(=O)N(c3ccccc3)C(=O)N2CCc2cccs2)cc1 (configuration not stated)	-5%	7%	-7%	1%	0.9%	-4%	8%
COC(=O)CNC(=O)COc1ccccc1	0%	12%[38.3 µM]	1%[46.1 µM]	-1%	2.0%	1%	6%

Compound activity: PubChem, National Center for Advancing Translational Sciences (NCATS)

The list is partial; rates above refer to the full screens.
